Tb PFK inh = T. brucei PFK enzyme inhibition; O15648; T. brucei PFK, ADP-Glo luminescence; Potency, µM (series often up to 57.5 µM), without a hit: at the top dose activity, negative = inhibition, usual class: inhibitors; 330,000 tested, 0.17% active; AID 485367;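 also: potency is read from the fitted curve at half-maximal effect; 0% = uninhibited 1x PFK enzyme wells and -100% = no-enzyme wells; nearly all actives have a fitted effect of over 60% in size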
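ADP-Glo luminescence quantified ADP after 45 min at room temperature, with 1.25 nM T. brucei PFK, 0.1 mM ATP and 0.5 mM fructose-6-phosphate in pH 8.0 TEA buffer. qHTS titrations up to 57 µM; curves classified by quality.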
AT treatment = potential ataxia-telangiectasia treatments restoring KAP-1 phosphorylation | AID 485349 | Potency, µM (series often up to 57.5 µM), for the others: at the highest dose activation, usual class: activators | […] A-T fibroblasts, KAP-1 phosphorylation AlphaLISA; neocarzinostatin DNA damage 30 min before lysis | 320,000 tested, 0.19% active; also: potency is read from the fitted curve at half-maximal effect; % of control where 0% means no effect; nearly all actives have a fitted effect of over 45% in size
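ATM-like activity read as KAP-1 phosphorylation via AlphaLISA donor/acceptor antibody pairs after lysis and 6 hr at 25C. Cells were ATM-null patient fibroblasts ([…], hTERT), dosed 60 min, then exposed to the DSB inducer NCS for 30 min.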
TSHR antag = antagonists of human thyroid stimulating hormone receptor | AID 504810 | 330,000 tested, 0.2% active | TSHR-expressing cells, TSH-stimulated cAMP HTRF, 2 h; stronger effect = lower value | activity change, negative = inhibition, % at 11.5 µM;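 active = activity change below a set negative limit, meaning inhibition stronger than a set level, cut at about -70% in these data; inconclusive = activity change between two set negative limits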; also: % is scaled to controls: 0 for no effect and ±100 for the full control effect
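Read-out is FRET at 665 nm (cryptate excitation 337 nm) from a cryptate-tagged anti-cAMP antibody, competed by cell cAMP against cAMP-d2. Compounds are tested on freshly harvested TSHR cells challenged with 4nM TSH (EC80) for 2 hours at 37 deg C.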
PTAP TSG101 blk = blocks PTAP/TSG101 interaction to inhibit HIV-1 budding; Q99816; Fluorescence polarization, FITC-PTAP peptide / Tsg101 binding; Potency, µM (top dose mostly 115 µM), inactives show at the highest dose activity change, negative = inhibition, usual class: inhibitors; 340,000 tested, under 10 active; AID 493005; active = well fitted inhibition curve with a large enough effect in the main read-out, with a control signal flat, not every such curve was filed as active; inconclusive = small, poorly fitted or top-dose-only effect, or effect the other way, or a change in a side signal; inactive = no such curve, though single readings can be large or run the other way; also: potency is read from the fitted curve at half-maximal effect; % of control where 0% means no effect
Target sequence (Q99816 whole entry, looked up): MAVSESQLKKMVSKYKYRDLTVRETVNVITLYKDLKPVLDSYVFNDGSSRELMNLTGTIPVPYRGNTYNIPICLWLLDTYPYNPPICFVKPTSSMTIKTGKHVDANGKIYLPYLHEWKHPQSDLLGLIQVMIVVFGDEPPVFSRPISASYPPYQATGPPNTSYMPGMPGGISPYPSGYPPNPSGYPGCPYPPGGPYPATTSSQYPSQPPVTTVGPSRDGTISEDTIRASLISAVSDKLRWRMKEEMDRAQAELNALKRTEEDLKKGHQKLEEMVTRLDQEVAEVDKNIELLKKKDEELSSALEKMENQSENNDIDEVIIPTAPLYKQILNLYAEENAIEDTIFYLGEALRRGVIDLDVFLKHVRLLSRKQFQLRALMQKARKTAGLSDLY
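Fluorescence polarization binding of Tsg101 binding domain (10 uM final) to FITC-labeled PTAP peptide (50 nM final) in HEPES pH 7.5 buffer with NaCl, Tween 20, EDTA, TCEP. Compounds added before peptide; binding 20 min at RT.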
S-ASM inh = human S-ASM enzyme inhibition. Potency, µM (titrated, usually from 57.5 µM), without a hit: at the top dose activity change, negative = inhibition, actives largely listed as inhibitors. AID 504937. P17405. 340,000 tested, 0.006% active. placental ASM, HMU-PC fluorogenic substrate, 60 min; also: potency is read from the fitted curve at half-maximal effect
Target sequence (P17405 47-631 limits assumed): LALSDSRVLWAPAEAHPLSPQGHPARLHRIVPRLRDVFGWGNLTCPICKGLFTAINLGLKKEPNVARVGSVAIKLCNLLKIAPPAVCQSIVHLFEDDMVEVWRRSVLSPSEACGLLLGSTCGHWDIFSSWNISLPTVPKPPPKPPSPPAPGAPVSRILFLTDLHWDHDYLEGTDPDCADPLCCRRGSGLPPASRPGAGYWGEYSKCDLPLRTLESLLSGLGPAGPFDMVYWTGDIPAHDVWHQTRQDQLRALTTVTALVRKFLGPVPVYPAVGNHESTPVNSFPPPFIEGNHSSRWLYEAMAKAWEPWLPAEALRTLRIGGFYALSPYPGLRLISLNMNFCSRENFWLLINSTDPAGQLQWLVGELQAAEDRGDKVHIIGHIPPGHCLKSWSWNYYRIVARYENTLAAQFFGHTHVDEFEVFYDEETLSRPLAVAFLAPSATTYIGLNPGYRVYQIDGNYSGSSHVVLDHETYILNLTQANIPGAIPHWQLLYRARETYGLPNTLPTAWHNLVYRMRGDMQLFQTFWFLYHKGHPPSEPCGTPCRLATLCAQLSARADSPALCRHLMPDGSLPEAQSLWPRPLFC
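qHTS format. ASM enzyme prepared from human placenta hydrolyses the fluorogenic substrate HMU-PC0 (9 uM final) over 60 min at 37 °C after a 10 min compound preincubation.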
Eya2 inh = inhibitors of human Eya2 phosphatase activity | O00167 | recombinant Eya2, OMFP fluorescence dephosphorylation (OMFP is methylfluorescein phosphate) | Potency, µM (top dose mostly 76.9 µM), inactives show at the top dose activity, negative = inhibition, most hits filed as inhibitors | 330,000 tested, 0.006% active | AID 488837; also: potency is read from the fitted curve at half-maximal effect; % is scaled to controls: 0 for no effect and ±100 for the full control effect
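Eya2 (0.2 uM) preincubated 10 min at ambient with compound, then OMFP substrate added at 50 uM; 10 min reaction in 50 mM HEPES pH 7.5, 50 mM NaCl, 5 uM MgCl2, 0.05% BSA, 1 mM DTT. Fluorescence read at Ex 485/Em 525 nm.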
TCR activator = T cell receptor activation | Potency, µM (top dose mostly 9.22 µM), for the others: top-dose activation of IL-2 secretion, actives largely listed as activators | 330,000 tested, under 10 active | AID 504894 | primary human leukocytes, anti-CD3, IL-2 HTRF, 48 h; also: % of control where 0% means no effect
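Human primary leukocytes + a-CD3 beads + cpd, 48 hr; IL-2 in supernatant by HTRF (ex 320nm / em 665nm). No co-stimulatory signal supplied.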
Chronic BCR inh = inhibitors of chronic active B-cell receptor signaling | ABC-DLBCL IkBa-CBG/CBR reporter, luminescence ratio, 4 h | Potency, µM (titrated, usually from 46.1 µM), without a hit: at the top dose ratio change, negative = lower green/red ratio, most hits filed as inhibitors | 340,000 tested, 0.05% active | AID 493014; active = well fitted inhibition curve with a large enough effect in the signal ratio, with a control signal flat, not every such curve was filed as active; inconclusive = small, poorly fitted or top-dose-only effect, or effect the other way, or a change in a side signal; the % refers to the signal ratio;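 also: potency is read from the fitted curve at half-maximal effect; plate controls were basal doxycycline-induced cells for no effect and cells given 10 µM MG132 for full effect; MG132 reads +100%, hits lower the ratio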
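Cell line TMD8 (human ABC DLBCL), stably expressing tet-inducible CBG68-IkBa fusion and CBR; IMDM/0.5% FBS; cpd up to 46 uM; dox induction, 4 h, 37C/5% CO2; dual luminescence; green/red ratio; MG132 control.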
Integrin act MD = activators of alpha7 integrin expression for muscular dystrophy; 350,000 tested, 0.064% active; Potency, µM (highest dose often 38.3 µM), for the others: top-dose activation, usual class: activators; alpha7betagal myoblasts, beta-gal FDG fluorescence, 48 h; AID 624291;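 also: potency is read from the fitted curve at half-maximal effect; 100% = response of the positive control SU9516; nearly all actives have a fitted effect of over 60% in size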
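Alpha7betagal+/- myoblasts (passage 13) were plated 16-24 hr, then exposed to compounds (1:260 dilution of DMSO stock) for 48 hours at 37C. After MPER lysis, β-galactosidase reporter activity was read as FDG fluorescence (ex 480/em 540) after 30 minutes.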
ELG1 DNA repair = ELG1-dependent DNA repair inhibition | HEK293T ELG1-luciferase reporter, luminescence, 16 h; DNA damage induced by 5-fluorouridine | Potency, µM (top dose mostly 46.1 µM), without a hit: top-dose activity change, negative = inhibition, actives largely listed as inhibitors | 330,000 tested, 2.3% active; also: potency is read from the fitted curve at half-maximal effect; % is scaled to controls: 0 for no effect and ±100 for the full control effect; nearly all actives have a fitted effect of over 55% in size
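In this reporter screen, reduction of luminescence relative to DMSO vehicle indicated activity. Compounds and 5-fluorouridine were added together to 2,000 cells per well, incubated for 16 hr at 37 °C, then developed with ONE-Glo.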
Mito fusion yeast = blocks mitochondrial division or promotes mitochondrial fusion | Potency, µM (top dose mostly 46.1 µM), without a hit: at the top dose growth rescue (activation), most hits filed as activators | 320,000 tested, 0.23% active | S. cerevisiae fusion-defective mutant growth rescue, CellTiterGlo 48 h;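 also: potency is read from the fitted curve at half-maximal effect; % of control where 0% means no effect; nearly all actives have a fitted effect of over 45% in size; temperature-sensitive fusion mutants such as fzo1-1 at 37 °C on non-fermentable ethanol glycerol medium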
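Growth-rescue viability read-out: after 48 h at the non-permissive 37C in glycerol/ethanol YPEG, yeast mitochondrial fusion mutants are measured by CellTiterGlo luminescence; compounds (23 nl pinned per well) restoring growth score as division inhibitors or fusion activators.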
Numbers without * were called inactive; ? = inconclusive; . = not tested or not shown; [ ] = remark or other dose. Unless noted, calls follow the shape of the dose curve; as a rule, active = well fitted curve in the direction sought with a large enough effect; inconclusive = small, poorly fitted or top-dose-only effect, or another doubt; inactive = no such curve, though single readings can be large; an effect the other way counts as inactive or inconclusive. No enrichment for hits; overall some 3.2% were active at least once.

SMILES	Tb PFK inh	AT treatment	TSHR antag	PTAP TSG101 blk	S-ASM inh	Eya2 inh	TCR activator	Chronic BCR inh	Integrin act MD	ELG1 DNA repair	Mito fusion yeast
Cc1ccc2c(c1)N(CC(=O)NC1CCCc3ccccc31)C(=O)CO2 (stereo not drawn)	1.8%[0.46 µM]	-7.0%	2.4	-2.7%	0.3%	13.9%	5.1%	-6.6%	18.4%	-0.9%	1.2%
CC1CC1C(=O)N(C)CC(=O)Nc1ccc(Cl)c(C(F)(F)F)c1 (stereo not drawn)	-5.0%	0.3%	-6.8	0.1%	-0.7%	-10.6%	-5.9%	-9.6%	3.0%	-3.2%	3.6%
CCOc1cc(NC(=O)c2cnccn2)c(OCC)cc1NC(=O)c1ccc(OC)cc1	2.3%	4.0%	13.5	.	.	6.4%	.	-1.0%	.	-7.2%	-3.6%
Cc1ccsc1-c1nc(CN2CCCC2c2ccc(F)cc2)c(C)o1 (stereo not drawn)	4.0%	-1.6%	-4.9	0.6%	-2.9%	-6.6%	4.7%	?	-13.3%	2.0%	-3.8%
CSCCCNC(=S)Nc1ccc(N2CCOCC2)cc1N1CCOCC1	-7.2%	-5.3%	-2.4	-0.3%	1.1%	14.7%	-3.7%	-9.0%	16.1%	4.1%	-2.4%
CCOC(=O)c1ccccc1NC(=O)c1cncc(Br)c1	1.7%	.	-4.5	-6.1%	3.5%	4.3%	-2.3%	0.0%	28.7%	1.6%	14.6%
CC(=O)c1csc(CS(=O)(=O)c2ccccn2)n1	1.3%	-10.6%	-3.0	4.2%	2.0%	8.1%	7.1%	-2.8%	-2.5%	0.0%	-4.9%
O=C(Nc1nccs1)c1cc(-c2ccco2)nc2ccccc12	8.5%	-0.2%	-7.2	-1.0%	-0.9%	-4.4%	-4.1%[46.1 µM]	?	-14.7%	?	-4.6%
Cc1ccc(S(=O)(=O)NCCNC(=O)c2ccc(C)nc2)cc1	-1.0%	7.4%	-0.5	-6.9%	-1.7%	?	-2.6%	5.1%	?	-2.7%	7.9%
Cc1cc(C)c(C)c(C(=O)c2ccccc2C(=O)O)c1C	-3.2%	1.2%	6.4	-2.7%	8.3%	10.3%	10.7%	?	-13.7%	2.0%	0.5%
Cc1cccc(Nc2nc(N)nc(CSc3nccn3C)n2)c1	-0.1%	-4.1%	5.4	-1.3%	7.2%	8.9%	-4.4%	4.1%	11.0%	?	-2.0%
Cc1cccc(OCc2nnc(SCC(=O)Nc3cc(C)on3)n2C)c1	1.6%	6.6%	-1.3	-3.7%	3.2%	-7.6%	-0.2%	?	2.6%	?	0.6%
COc1ccc(CNC(=O)CN(C(=O)c2csnn2)c2cnc3ccccc3c2)cc1	2.1%	16.8%	-3.6	0.6%	21.4%	-14.4%	-1.3%	-0.5%	0.0%	-3.4%	4.0%
COc1ccc(NC(=O)CCCCCN2C(=O)c3cccc([N+](=O)[O-])c3C2=O)c(OC)c1	-8.3%	4.6%	0.3	-2.3%	-1.6%	1.8%	.	5.8%	-0.2%	-7.3%	-1.2%
CC(=O)N1c2ccccc2N(Cc2ccc(C)cc2C)C(=O)C1(C)C	1.3%	-1.7%	-17.2	-7.9%	-0.9%	11.4%	-4.6%	?	-1.0%	-12.7%	11.0%
COc1ccc(C(=O)Nc2cnccn2)cc1[N+](=O)[O-]	1.8%	4.6%	3.9	-5.6%	-3.4%	-4.8%	1.8%	1.8%	3.6%	7.6%	0.5%
CC1=NN(c2ccc(Cl)cc2)C(=O)C1C(c1cccc(O)c1)c1c(C)[nH]n(-c2ccc(Cl)cc2)c1=O (stereo not drawn)	4.9%	-0.1%	-6.8	-3.1%	?	0.3%	-3.0%[46.1 µM]	?	6.1%	0.7%	1.6%
CN(C)c1ccc(CNc2ccccn2)cc1	2.2%	-2.9%	0.1	0.6%	4.5%	-7.7%	3.2%	-1.5%	14.6%	?	1.0%
COc1ccc(S(=O)(=O)N2CCOCC2)cc1C(=O)NCc1ccccc1CN1CCCC1	-5.7%	13.7%	4.3	-2.3%	-1.2%	0.7%	-6.7%	0.1%	-18.1%	5.2%	1.2%
COc1ccc(CNC(=O)C2CC(C)=C(C)CC2C(=O)O)cc1OC (stereo not drawn)	0.6%	6.2%	5.1	-1.3%	0.9%	3.7%	7.9%	1.6%	15.9%	1.2%	0.7%

The last two records of the section before come first, to join the parts:
SMILES	Tb PFK inh	AT treatment	TSHR antag	PTAP TSG101 blk	S-ASM inh	Eya2 inh	TCR activator	Chronic BCR inh	Integrin act MD	ELG1 DNA repair	Mito fusion yeast
COc1ccc(S(=O)(=O)N2CCOCC2)cc1C(=O)NCc1ccccc1CN1CCCC1	-5.7%	13.7%	4.3	-2.3%	-1.2%	0.7%	-6.7%	0.1%	-18.1%	5.2%	1.2%
COc1ccc(CNC(=O)C2CC(C)=C(C)CC2C(=O)O)cc1OC (stereo not drawn)	0.6%	6.2%	5.1	-1.3%	0.9%	3.7%	7.9%	1.6%	15.9%	1.2%	0.7%
O=C(CCn1cnc2ccccc2c1=O)Nc1nc2c(s1)CCCC2	-2.0%	0.3%	-1.1	-10.9%	0.4%	9.1%	2.3%	-1.3%	26.8%	-7.7%	7.1%
CCN(CCC#N)c1ccc(/C=N/Nc2nc(C)cc(=O)[nH]2)c(C)c1	1.4%	-5.0%	-9.1	-1.1%	322.0%[activator]	-0.7%	-2.2%[46.1 µM]	-8.7%	-41.7%	-2.6%	-1.7%
CCC(Oc1ccccc1)C(=O)Nc1cc(C(F)(F)F)ccc1N1CCOCC1 (stereo not drawn)	-15.5%	9.0%	13.8	-2.1%	-3.8%	-16.9%	-0.7%	?	-0.1%	-3.1%	15.4%
CCOC(=O)c1c(C)c(C(=O)NC(C)COC)c(C)n1CC (stereo not drawn)	-10.5%	-5.7%	-0.9	-3.7%	-0.5%	12.6%	.	4.5%	-2.4%[7.66 µM]	11.8%	-0.9%
CC(NC(=O)Cn1nc(-c2ccccc2)c2ccccc2c1=O)c1ccccc1 (stereo not drawn)	0.4%	8.0%	1.5	-1.8%	-1.2%	-13.0%	-3.9%	0.5%	-21.6%	0.0%	3.8%
O=C1Nc2ccc(Cl)cc2C(=O)C1(F)c1ccccc1 (stereo not drawn)	-4.6%	5.4%	-8.3	-0.7%	-2.1%	?	6.0%	?	-25.1%	16.9%	0.9%
COC(=O)C(Cc1c[nH]c2ccccc12)NC(=O)c1cccs1 (stereo not drawn)	0.6%	2.7%	-0.6	-5.6%	3.7%	-29.8%	-4.6%	-2.0%	-7.0%	0.0%	-3.3%
SC(COCc1ccccc1)CN1CCN(Cc2ccc3c(c2)OCO3)CC1 (stereo not drawn)	0.0%	2.3%	7.7	0.4%	-3.8%	0.3%	1.4%[46.1 µM]	-2.9%	-15.4%	-0.9%	-14.4%
O=C(CNCCc1ccccc1)N1CCc2ccccc2C1	-3.9%	-1.3%	0.1	0.4%	-1.4%	-27.7%	-1.5%	7.3%	-6.2%	?	5.8%
Cc1ccc(C)c(N2CCN(CCCNC(=O)CCn3c(=O)c4cccn4c4cccnc43)CC2)c1	0.9%	6.4%	0.7	-5.7%	-2.0%	-3.8%	-3.1%	0.2%	-27.9%	4.0%	-2.9%
Cc1cc(C)cc(NC(=O)CSc2nnc(Cn3c(=O)sc4ccccc43)n2C)c1	0.8%	1.7%	-10.8	1.5%	-0.7%	-2.7%	-0.2%[46.1 µM]	7.3%	-5.8%	5.5%	1.1%
CCN(CC)S(=O)(=O)c1ccc(C(=O)Nc2c3c(nn2C(C)(C)C)CS(=O)(=O)C3)cc1	3.0%	2.3%	0.8	-3.8%	4.8%	-12.6%	6.0%	1.5%	-14.9%	1.8%	-1.3%

Screening results (PubChem BioAssay)
